Source: PubChem BioAssay (several laboratories)
PHOSPHO1 inh: inhibitors of human PHOSPHO1 phosphatase | hit rate 1.1% among 290,000 | Q8TCT1 | inhibition, % at 13.3 µM | recombinant PHOSPHO1, absorbance phosphatase assay | AID 1565; in the data active means inhibition above about 60%
Target sequence (Q8TCT1 whole entry, looked up): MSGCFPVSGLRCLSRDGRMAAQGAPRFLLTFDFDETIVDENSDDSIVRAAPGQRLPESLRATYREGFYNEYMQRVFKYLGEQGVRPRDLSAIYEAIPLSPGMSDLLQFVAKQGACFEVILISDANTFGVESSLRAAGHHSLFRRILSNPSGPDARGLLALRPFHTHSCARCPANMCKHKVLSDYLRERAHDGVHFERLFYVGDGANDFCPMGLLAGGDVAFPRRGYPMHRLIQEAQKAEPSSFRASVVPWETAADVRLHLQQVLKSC
pCIP destab: p/CIP protein destabilization. Q05BA5. F442A p/CIP-EGFP cells, EGFP fluorescence, 16 h. decrease of EGFP signal, % at 10 µM. hit rate 0.01% among 290,000;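 active means EGFP signal decrease of at least 30% at 10 µM or well 3 SD below plate mean, unless failing retest; inactive means the rest, including hits failing retest or dose response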; further: some compounds called inactive have numbers as strong as hits; many of its hits are not listed in these tables
VIM-2 inhibitor: inhibitors of Pseudomonas aeruginosa VIM-2 metallo-beta-lactamase; purified VIM-2, nitrocefin hydrolysis, epi-absorbance fluorescence; inhibition, % at 5.6 µM; hit rate 0.89% among 290,000; AID 1527;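 active means inhibition above the mean of all tested compounds plus 3 SD, cutoff set per screening run, cut at about 7.5% in these data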;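 further: red hydrolysis product quenches plate fluorescence so inhibitors raise well fluorescence; 0% = enzyme with DMSO and 100% = DMSO without enzyme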
IDE inh: inhibits human insulin-degrading enzyme in HEK cells. AID 434962. hit rate 0.41% among 320,000. inhibition, % at 5.59 µM. P14735. FAbetaB cleavage, fluorescence polarization;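 active means percent inhibition above the average of all tested compounds plus 3 SD, set per screening campaign, cut at about 16% in these data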;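 further: IDE supplied by intact live HEK cells; FP after avidin binding of uncleaved biotin substrate so inhibition keeps polarization high; 0% = DMSO wells and 100% = 60 µM reference IDE inhibitor Ii1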
M18AAP inhibitor: PfM18AAP enzyme inhibition. inhibition, % at 7.35 µM. recombinant PfM18AAP, H-Glu-NHMec fluorogenic cleavage. hit rate 1.2% among 290,000;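 active means inhibition above the campaign mean inhibition over all tested compounds plus 3 SD, cut at about 28% in these data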;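 further: 0% = plate median of test compound wells and 100% = 2 mM ZnCl2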
GPR7 antagonist: blocks human GPR7 receptor signaling; GPR7-expressing cells, fluorescence antagonist assay; hit rate 1.1% among 290,000; P48145; AID 1861; inhibition, % at 4.4 µM; in the data active means inhibition above about 16%, passing the limit was not always enough;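 further: cells stimulated with the agonist NPW; 0% = agonist with vehicle and 100% = vehicle without agonist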
Target sequence (P48145 whole entry, looked up): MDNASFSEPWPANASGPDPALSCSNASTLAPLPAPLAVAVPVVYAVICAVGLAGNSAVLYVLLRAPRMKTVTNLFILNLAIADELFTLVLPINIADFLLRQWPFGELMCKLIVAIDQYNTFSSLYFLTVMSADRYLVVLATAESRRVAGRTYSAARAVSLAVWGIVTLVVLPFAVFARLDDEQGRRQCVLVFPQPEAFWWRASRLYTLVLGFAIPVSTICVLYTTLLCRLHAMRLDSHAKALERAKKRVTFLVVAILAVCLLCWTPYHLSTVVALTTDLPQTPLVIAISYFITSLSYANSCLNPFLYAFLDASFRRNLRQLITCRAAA
NALP1 inh: NALP1 inhibition | S. cerevisiae NALP1/ASC/caspase-1 growth, X-gal OD620, 72 h | inhibition, % at 10 µM | hit rate 0.61% among 280,000; in the data active means inhibition mostly above about 24%, no sharp cut-off; inactive means mostly below about 32%; further: some compounds called inactive have numbers as strong as hits
IMP-1 inh: inhibitors of Pseudomonas aeruginosa IMP-1 metallo-beta-lactamase; hit rate 0.45% among 290,000; inhibition, % at 5.6 µM; AID 1556; purified IMP-1, nitrocefin hydrolysis, epi-absorbance fluorescence;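 active means inhibition above the mean plus 3 SD of all compounds in the same screening run, cut at about 4.5% in these data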;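 further: 0% = IMP-1 with DMSO and 100% = DMSO wells lacking enzyme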
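System – purified recombinant IMP-1 beta-lactamase · Input – IMP-1 dispensed at 0.2 nM · Timing – 15 min preincubation plus 25 min reaction at 25 °C · Signal – Epi-absorbance fluorescence, 480 nm excitation, 530 nm emission · Measure – percent IMP-1 inhibition derived from blank-referenced optical density · Controls – Enzyme-plus-DMSO low control, enzyme-free DMSO high control · Replication – singlicate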
IDE act: boosts human insulin-degrading enzyme activity in HEK cells | P14735 | FAbeta-B cleavage, fluorescence polarization; 0% vehicle, 100% cell-free pure enzyme wells | activation, % at 5.96 µM | hit rate 0.073% among 340,000 | AID 493087;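 active means activation above the mean of all tested compounds plus 3 SD, set per screening campaign, cut at about 17% in these data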
An asterisk follows results filed as active; / = no result given. Compounds as they come (roughly 5.3% active in at least one column).

Molecule,PHOSPHO1 inh,pCIP destab,VIM-2 inhibitor,IDE inh,M18AAP inhibitor,GPR7 antagonist,NALP1 inh,IMP-1 inh,IDE act
Cc1cccc(C)c1NC(=O)C1(NC(=O)C2CCC(=O)N2)CCCCC1 (stereo unspecified),7,3,-0.7,0,-2,4,18,-3.8,0
Nc1ccc(-c2sc(N)nc2-c2ccccc2)cc1,-34,1,-0.3,3,11,-5,8,-0.2,0
C=CCOc1ccc2ccccc2c1CNn1cn[nH]c1=S,-100,-2,-2.9,1,23,-8,12,-2.9,-3
Cc1ccc(CN2CCN(Cc3cnc(C)[nH]3)CC2CCO)cc1 (stereo unspecified),12,-6,-2.6,1,-7,1,9,-0.2,5
Cc1ccc(N(Cc2ccc(C(=O)Nc3c(C)n(C)n(-c4ccccc4)c3=O)cc2)S(C)(=O)=O)cc1C,42,-2,-1.5,-3,3,-2,14,-3.2,-3
O=C(CC1NCCNC1=O)Nc1ccccc1 (stereo unspecified),-5,-4,-1.1,0,-1,-7,8,-1.9,4
COc1cc(OC)cc(C2=NC3(CCC(C)CC3)NC2=S)c1 (stereo unspecified),-10,1,-2.9,-1,-8,-14,1,-3.5,6
CCc1nnc(NS(=O)(=O)c2ccc(NCc3ccccc3O)cc2)s1,39,-1,1.2,2,2,2,11,-2.4,0
O=C(NC1CCCCC1)N1CCc2ccccc21,27,0,-2.6,5,0,-8,0,-0.2,0
O=C1CN(C(=O)c2ccccc2)C(c2ccc(F)cc2)c2cc(Br)ccc2N1 (stereo unspecified),26,-9,-2.3,0,3,-4,26,-3.4,2
O=C(O)CN1C(=O)C2C3CC(C2C1=O)C1C(c2ccccc2)c2sc(=O)[nH]c2SC31 (stereo unspecified),-10,-2,-4.1,-1,21,-13,1,-3.1,-4
Nc1ccc(C(=O)N/N=C\C=C\c2cccc([N+](=O)[O-])c2)cc1,25,-23,-2.4,8,7,-8,5,-3.9,-3
O=C(CCCOc1ccc(Cl)cc1Cl)N1CCc2ccccc2C1,-29,-10,-0.5,3,-9,-3,2,1.7,7
Cc1ccnc2nc(C(=O)Nc3cc(Cl)ccc3N3CCOCC3)nn12,-1,-4,-5.5,-2,2,-10,14,-2.0,0
COc1ccc(C2NC(=S)NC(C)=C2C(=O)Nc2ccccn2)cc1 (stereo unspecified),-11,-4,-6.3,3,1,-2,3,-1.7,-1
CCCN(Cc1cc2cc(C)ccc2[nH]c1=O)S(C)(=O)=O,20,-1,-2.2,0,-2,-1,-2,-0.6,-3
O=C(Cn1cnc2ccccc21)N1CCN(S(=O)(=O)c2ccccc2)CC1,9,15,-0.1,-5,-3,-3,-6,-1.5,2
CCOc1ccc(C(=O)N(CN2CCCC2=O)c2ccccc2)cc1,48,-8,-4.0,0,6,-4,30,-2.1,-6
Clc1ccccc1OCc1nnc(-c2ccccc2Br)o1,1,-14,-3.0,2,-7,8,20,-5.5,2
O=C(Nc1ccc(S(=O)(=O)N2CCCC2)cc1)c1ccc(CN2CCc3ccccc3C2)cc1,-4,-12,-3.1,6,-11,28*,22,-2.9,-6

Rewritten with each value named: entries from further up
COc1ccc(C2NC(=S)NC(C)=C2C(=O)Nc2ccccn2)cc1 (stereo unspecified)
  PHOSPHO1 inh: -11
  pCIP destab: -4
  VIM-2 inhibitor: -6.3
  IDE inh: 3
  M18AAP inhibitor: 1
  GPR7 antagonist: -2
  NALP1 inh: 3
  IMP-1 inh: -1.7
  IDE act: -1

CCCN(Cc1cc2cc(C)ccc2[nH]c1=O)S(C)(=O)=O
  PHOSPHO1 inh: 20
  pCIP destab: -1
  VIM-2 inhibitor: -2.2
  IDE inh: 0
  M18AAP inhibitor: -2
  GPR7 antagonist: -1
  NALP1 inh: -2
  IMP-1 inh: -0.6
  IDE act: -3

Carrying on:
Molecule,PHOSPHO1 inh,pCIP destab,VIM-2 inhibitor,IDE inh,M18AAP inhibitor,GPR7 antagonist,NALP1 inh,IMP-1 inh,IDE act
COc1cc(OC)cc(C(=O)Oc2c(CN3CCOCC3)cc(Cl)c3cccnc23)c1,24,-5,-2.3,-3,7,-10,14,-4.0,1
Cc1nn(CCCC(=O)NCCc2ccccc2)c(C)c1[N+](=O)[O-],-8,14,-2.8,5,-3,-5,-5,-2.6,4
COc1ccc(-c2nc3ncccn3c2Nc2ccccc2)cc1,12,-24,0.1,-2,6,10,-2,-1.8,5
Cc1cccc(CN2CCN(C(=O)CCc3nnc(C4CCCCC4)o3)CC2)c1,19,3,-0.8,3,-9,4,0,-2.0,-2
Cc1ccc(NC(=O)NNC(=O)C2CCN(Cc3ccc(F)cc3Cl)CC2)cc1,28,-8,-4.4,4,4,-2,-13,-1.7,-1
CCCCc1nc(C(N)=O)c2[nH]c(=O)n(-c3ccc(OC)cc3OC)c2n1,30,1,-1.8,-2,5,-6,17,-1.4,0
Oc1c(-c2cc(-c3ccco3)[nH]n2)ccc2ccccc12,-2,3,-3.1,-3,1,-18,-3,-5.0,3
Cc1nn(Cc2ccccc2Cl)c(C)c1NC(=O)CSc1n[nH]c(C)c1[N+](=O)[O-],-5,-12,-3.9,1,1,-2,22,-1.2,/
CC1(C)Oc2ccc3ccc(=O)oc3c2/C(=C/N)C1=O,73*,-14,2.3,1,-24,6,6,-3.5,4
Nc1[nH]nc2c1NN(c1ccc(Cl)cc1Cl)N2,-7,-15,-2.0,12,4,-12,12,-2.0,8
N#Cc1cc2sc3nnc(-c4ccncc4)n3c2cc1C#N,16,1,-3.1,2,0,-5,8,-3.0,4
O=C(CC1C(=O)NCCN1Cc1cccc(Oc2ccccc2)c1)NCCc1cnccn1 (stereo unspecified),0,1,-2.1,11,2,-9,5,-1.4,3
CCOC(=O)c1c(NC(=O)CSc2nnc(-c3ccncc3)n2Cc2ccco2)sc(C)c1C,17,-15,-0.1,-2,-3,-5,7,-2.3,-3
COc1ccc(C(=O)Nc2ccc(S(=O)(=O)N3CCOCC3)cc2)cc1OC,-5,3,-3.3,0,2,-9,-8,-5.6,1
CC(=O)N(CC(=O)O)c1ccccc1C(=O)O,1,-5,-4.6,8,3,4,13,-2.0,6
Cc1c(OCC(=O)NC(Cc2ccc(Cl)cc2)C(=O)O)ccc2c3c(c(=O)oc12)CCCC3 (stereo unspecified),23,2,1.3,5,-6,9,13,-4.2,5
O=[N+]([O-])c1ccc2nc(-c3ccc(Cl)cc3)n(OCc3ccccc3)c2c1,62*,-9,-2.1,-1,-2,4,3,-1.2,-11
N/C(=N\OC(=O)COc1ccc([N+](=O)[O-])cc1)c1ccncc1,18,-4,-0.7,7,-5,0,0,-1.8,6
Cc1oc(-c2cc3c(cc2Cl)OCO3)nc1CN1CCCC(C(=O)N2CCOCC2)C1 (stereo unspecified),45,-16,1.0,-4,-10,-8,7,-2.6,1
NNC(=O)CNC(c1ccccc1)c1cc(Br)ccc1NC(=O)c1cccc(Cl)c1 (stereo unspecified),-11,2,-1.9,7,-5,-16,8,0.2,4
COCCn1c(SCC(=O)Nc2ccc(C(C)=O)cc2)nc2c([nH]c3ccccc32)c1=O,43,9,-2.4,0,2,-13,18,-0.8,1
COC(=O)[C@H](Cc1ccccc1)NC(=O)NCc1ccc(S(N)(=O)=O)cc1,-12,-11,-4.6,9,0,4,6,-2.2,-4
CC(C)(C)c1ccc(C(CC(=O)O)NC(=O)Cc2ccc(F)cc2)cc1 (stereo unspecified),-1,-8,-0.1,4,-10,6,23,-0.7,/
COC(=O)c1ccc(/C=C/c2c(-c3ccc(OC)cc3)oc3ccccc23)cc1,-13,-4,1.4,0,-5,-7,2,0.9,5
CCc1nc(SCC(=O)c2ccc(C)c(C)c2)n[nH]1,99*,-13,-0.4,-1,-7,-9,-2,-3.3,4
CCn1cnc2sc(C(=O)Oc3cccc(C)c3)c(C)c2c1=O,-15,-12,-4.9,1,0,-7,-4,-4.4,5
C/C(=N\Nc1ncc(Cl)cc1Cl)c1ccc(S(=O)(=O)NCc2ccco2)cc1,21,5,-5.3,1,26,-3,42,-3.4,0
CC(C)(C)NC(=O)CSc1nc2scc(-c3ccccc3)c2c(=O)[nH]1,7,-7,-0.6,-4,-6,3,13,-4.4,-1
O=C1O/C(=C/c2ccccc2)N=C1c1ccccc1,6,0,-3.1,0,2,-5,20,-1.9,3
C/C=C/C(=O)OCC(=O)Nc1cc(-c2cc(C)c(C)cc2C)nn1-c1ccccc1,-9,-16,-2.8,0,-2,-13,25,-2.4,1
CCCCCCc1cc2cc(-c3nnc(-c4ccccc4O)o3)c(=O)oc2cc1O,-16,-151,-2.1,38*,-12,5,16,-0.9,-70
O=C(NCc1ccccc1Cl)C1CCCN(S(=O)(=O)c2cccc3nsnc23)C1 (stereo unspecified),2,2,-4.3,-4,-2,-4,-16,-3.9,5
CCc1ccc(OCCNC(=O)c2cccs2)cc1,8,11,-2.7,2,-6,-9,45,-3.0,6
CCOC(=O)/C(=C/C=C/c1ccccc1)NC(=O)c1ccccc1,-9,-14,0.0,-1,6,-3,37,-1.0,-1
C=C1CCN(Cc2ccccc2)S(=O)(=O)c2ccccc21,36,-10,/,4,/,/,-41,/,0
Cc1c(NC(=O)c2ccc(F)c(S(=O)(=O)N3CCOCC3)c2)c(=O)n(-c2ccccc2)n1C,14,-7,-3.5,6,-2,-9,1,-0.5,-2
CCc1cccc2c(=O)c(C(=O)NCCCOC)c[nH]c12,27,-11,0.7,3,-1,-5,8,-2.2,-2
CCCN1CCN(C(=O)c2ccc3nc(CC)c(CC)nc3c2)CC1,18,-6,-0.2,5,-7,-13,19,-3.2,4
CCOC(=O)c1cc(NC(=O)c2ccc(C)cc2)c(=O)oc1C(F)(F)F,12,5,-2.5,-1,0,0,-13,-5.2,4
CCOC(=O)CSC1=N/C(=C\c2ccc(OC)c(OC)c2)C(=O)N1C,-13,1,2.7,0,8,-13,21,-2.1,-1
